Screening data (PubChem BioAssay)
ABCB6 inh 2 – ABCB6 transporter inhibitors, primary screen, K562-ABCB6 cells, flow cytometry, MLPCN library | K562-ABCB6 porphyrin accumulation, 1 h; active compounds read low | fluorescence ratio to DMSO, % at 10 µM | actives 0.19% (n = 360,000) | AID 602162, 2011;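 active = fluorescence ratio to DMSO below 75%, the collection mean minus 3 SD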;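 also: signal is porphyrin accumulated inside mitochondria; 100% equals median channel fluorescence of DMSO control wells; lower ratio means ABCB6 inhibition with less porphyrin fluorescence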
Exocytosis inh – LAMP-1 surface exposure blockers, TALL-104 cells – cell-based, flow cytometry, MLPCN library, primary screen; TALL-104 LAMP-1 surface exposure; cells stimulated with thapsigargin and PMA; inhibition, % at 10 µM; actives 0.66% (n = 360,000); AID 651702, 2012;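 active = inhibition above about 55%, limit read from the data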
MC4R ag barr – MC4R agonists recruiting beta-arrestin, primary screen, cell-based, luminescence, agonist arm of biased-ligand search; Melanocortin receptor 4 (Homo sapiens), P32245; U2OS MC4R beta-arrestin complementation; percent of melanotan II response, DMSO zero; activation, % at 8.9 µM; actives 0.98% (n = 360,000);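 active = activation above a per-plate cutoff, the mean activation of sample wells on that plate plus 3 SD, cut at about 8% in these data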
Cardio protect – cardioprotection against H2O2-induced cell death, primary screen, uHTS, H9c2 cells, ATPLite luminescence; protection from H2O2 cell death, % at 20 µM; actives 0.63% (n = 360,000); H9c2 cardiomyocytes, H2O2 injury protection, 2 h;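 active = compounds giving at least 50% protection of heart cells from peroxide-induced death in the single-dose screen, raw or plate-pattern-corrected value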;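 also: 0% = DMSO wells with peroxide and 100% = DMSO wells without peroxide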
PDI inh – inhibitors of human PDI, primary screen, biochemical, turbidity, single point, plate reader. Protein disulfide-isomerase (Homo sapiens), P07237. PDI insulin aggregation turbidity, A650, 90 min. inhibition, % at 10 µM. actives 0.052% (n = 350,000);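 active = mean inhibition across replicates of 30% or more, whatever share of single replicates reach that level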;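 also: absorbance from insulin aggregation driven by PDI reduction with DTT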
Target sequence (P07237 whole entry, looked up): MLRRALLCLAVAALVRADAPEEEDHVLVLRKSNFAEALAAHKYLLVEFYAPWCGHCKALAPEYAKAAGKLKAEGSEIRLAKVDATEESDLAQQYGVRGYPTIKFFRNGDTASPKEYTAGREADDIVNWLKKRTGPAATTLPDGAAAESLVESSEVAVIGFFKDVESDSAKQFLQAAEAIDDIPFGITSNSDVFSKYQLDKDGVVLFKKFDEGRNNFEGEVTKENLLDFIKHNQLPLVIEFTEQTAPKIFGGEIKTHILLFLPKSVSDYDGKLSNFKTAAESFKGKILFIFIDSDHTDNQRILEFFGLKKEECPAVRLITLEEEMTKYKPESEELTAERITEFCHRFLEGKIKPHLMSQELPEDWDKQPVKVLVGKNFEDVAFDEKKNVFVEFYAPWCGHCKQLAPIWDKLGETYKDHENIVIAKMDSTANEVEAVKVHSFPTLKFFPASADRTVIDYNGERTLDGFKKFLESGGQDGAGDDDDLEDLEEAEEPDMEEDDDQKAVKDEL
MC4R antagonist – MC4R antagonists of cAMP signaling, primary screen, cell-based, TR-FRET, antagonist arm of biased-ligand search; inhibition, % at 6.5 µM; MC4R-expressing cells, MTII-stimulated cAMP, LANCE TR-FRET; AID 540295, 2011; actives 0.48% (n = 360,000); Melanocortin receptor 4 (Homo sapiens), P32245;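 active = inhibition above its plate's cutoff, the mean of tested wells on that plate plus 3 SD, cut at about 29% in these data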;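 also: 0% = Melanotan II alone and 100% = Melanotan II plus saturating MCL0020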
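material = U2OS cells stably expressing human melanocortin 4 receptor (MC4R) | also added = Melanotan II challenge | dosing = single nominal compound dose of 6.5 µM | detection = TR-FRET with Eu-cAMP and labeled anti-cAMP, 671 nm | replication = singlicate | timing = compound 30 min, challenge 1 h, detection 1 h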
N-glyco inh – increase of ERlucT glycosylation luciferase signal, primary screen, N-linked glycosylation inhibitor project, D54 ERlucT cells, luminescence, set 2 | D54 ERlucT glycosylation luciferase reporter, 24 h; percent of 100 nM tunicamycin response | reporter increase, % at 12.5 µM | actives 0.23% (n = 360,000) | AID 588692, 2011;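 active = mean luciferase reporter signal, scaled so untreated is 0 and the glycosylation-blocking control 100, at or above a set limit in every replicate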;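 also: luciferase carries N-glycosylation sites so blocking glycosylation raises the light; 0% = median of neutral control wells and 100% = median of 100 nM tunicamycin wells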
ABHD5 PLIN5 PPI – ABHD5-PLIN5 interaction inhibitors, primary screen, cell lysate, split luciferase complementation, luminescence; Perilipin-5 (Homo sapiens) + 1-acylglycerol-3-phosphate O-acyltransferase ABHD5 (Homo …; Split G. princeps luciferase complementation, 4 h; inhibition, % at 4 µM; actives 0.78% (n = 360,000); AID 602281, 2012;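 active = inhibition above the mean inhibition across every tested compound plus 3 SD, cut at about 22% in these data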;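 also: 0% = DMSO only wells and the 100% control is not disclosed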
CaV13 ICDI inh – Disruptors of the CACNA1D IQ motif to Ca2+-dependent inactivation inhibitor domain association, primary screening, Förster resonance energy transfer in intact living … | HEK cells, CFP/YFP FRET ICDI-IQ, plate reader, 10 min; percent FRET-ratio fall versus neutral wells | inhibition, % at 12.3 µM | actives 0.098% (n = 340,000);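 active = mean replicate inhibition of at least 30% and at least 1% of replicates passing that level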;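 also: 0% = median of the neutral control wells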
m5-HT2A agonist – mouse Htr2a agonists via beta-arrestin recruitment, primary screen, cell-based, luminescence; AID 624169, 2012; activation, % at 7.6 µM; CHO-K1 mHTR2A beta-arrestin complementation; percent of 30 µM serotonin response; actives 0.66% (n = 360,000); 5-hydroxytryptamine receptor 2A (Mus musculus), P35363;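 active = activation above a run cutoff, the mean activation of all tested compounds plus 3 SD, cut at about 14% in these data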;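 also: 0% = plate median of compound wells and 100% = 30 µM serotonin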
Target sequence (P35363 whole entry, looked up): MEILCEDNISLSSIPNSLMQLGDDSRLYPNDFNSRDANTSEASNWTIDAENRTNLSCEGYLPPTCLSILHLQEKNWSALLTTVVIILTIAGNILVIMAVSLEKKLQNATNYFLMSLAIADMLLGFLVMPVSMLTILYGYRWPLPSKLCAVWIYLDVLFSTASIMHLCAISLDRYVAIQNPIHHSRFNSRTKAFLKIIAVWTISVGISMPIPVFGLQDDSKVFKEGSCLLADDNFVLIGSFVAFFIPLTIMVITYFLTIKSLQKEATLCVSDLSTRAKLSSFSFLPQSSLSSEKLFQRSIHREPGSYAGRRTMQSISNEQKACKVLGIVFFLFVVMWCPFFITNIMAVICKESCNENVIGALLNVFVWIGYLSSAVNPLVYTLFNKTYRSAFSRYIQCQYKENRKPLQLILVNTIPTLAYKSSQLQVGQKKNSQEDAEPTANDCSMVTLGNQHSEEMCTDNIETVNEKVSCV
The depositor's hits bear a star; · = not tested or not shown; & = joins results of further samples.

smiles,ABCB6 inh 2,Exocytosis inh,MC4R ag barr,Cardio protect,PDI inh,MC4R antagonist,N-glyco inh,ABHD5 PLIN5 PPI,CaV13 ICDI inh,m5-HT2A agonist
CCN(CC)C(=O)C1=C(C)N(Cc2ccccc2)C(=O)C(CC(=O)NC2CC2)C1 (centres undefined),100,0,2.9,-1,7,9,0,-9,-6,5
O=C(O)c1ccccc1SCc1nc2ccccn2c1Br,101,-2,1.8,-1,7,19,1,-2,-5,6
O=C(NC1CCN(Cc2ccccc2)CC1)C1CCN(S(=O)(=O)c2cccc3nsnc23)CC1,102,2,2.5,-11,10,9,-3,-2,·,-1
Cn1c(=O)c2c(-c3cccc(Br)c3)c(C#N)c(N)nc2n(C)c1=O,94,3,-3.0,6,16,-7,3,1,-4,4
COC(=O)c1cccc(NC(=S)NCc2ccc(F)cc2)c1,97,-1,1.0,-2,7,-1,1,-6,-6,0
CC[n+]1c(/C=C/c2ccc(OC)c(OC)c2)ccc2ccccc21,178,7,-0.6,-15,-1,-22,-9,14,-25,0
COc1cc(-c2cc(C(=O)N3CCCCCC3)c3ccccc3n2)cc(OC)c1OC,100,-2,0.0,5,1,7,11,-3,-6,0
COc1ccc(S(=O)(=O)N2CCN(CC(=O)c3ccc(O)c(O)c3)CC2)cc1,97,0,-1.6,14,1,-3,-5,5,-7,-3
CCOC(=O)CCC(=O)NNC(=O)c1ccc(NC(=O)c2ccccc2)cc1,102,-8,-4.9,7,2,6,0,-4,-4,-10
CCN(c1nc(N)c(C(=O)N=C(N)N)nc1Cl)C(C)C,94,6,2.5,-5,-5,-8,-5,1,-6,-14
O=C(C1CCCN(Cc2ccccc2F)C1)N1CCc2ccccc2C1 (centres undefined),95,-1,-1.0,0,4,0,-3,2,-4,-6
Cc1c(/C(O)=C2\C(=O)C(=O)N(CCCN(C)C)C2c2ccccc2)cnn1-c1ccccc1 (centres undefined),93,0,-0.3,4,-11,7,0,3,-5,7
Cc1cccc(CN2CCCC(C(=O)N3CCCCC3)C2)c1 (centres undefined),101,7,-1.2,8,-6,8,1,-1,-19,-1
Cc1oc(CC(C)C)cc1C(N)=O,104,-1,-0.1,-2,-1,-2,0,0,-4,-3
CN(C)/C=C(\C=O)c1ncc(C(F)(F)F)cc1Cl,98,11,-0.2,2,3,3,1,0,-2,2
CC(C)(C)c1ccc(C(=O)Nc2ccccc2NC(=O)c2ccco2)cc1,96,3,2.3,14,-2,-3,-3,-1,·,-9
COc1ccc(-c2csc3nc(C(C)(C)C)oc(=O)c23)cc1OC,98,0,0.1,20,-4,15,0,2,-5,-1
CSc1cccc(NC(=O)CN2C(=O)COc3ccc(S(=O)(=O)N4CCOCC4)cc32)c1,106,6,-3.3,-2,-1,15,2,1,-5,1
Cc1ccc(NC(=O)Nc2cccc3ccccc23)cc1,104,-2,-0.7,-1,-15,-3,-3,11,-3,5
Cc1cccc(N2CC(C(=O)NC3CCCCCC3)CC2=O)c1C (centres undefined),102,5,0.3,-6,-9,16,-1,-1,-6,4
COc1ccc(C2CCCCCN2C(=O)C2CCN(S(=O)(=O)c3cccc(C(C)=O)c3)CC2)cc1 (centres undefined),101,-2,-0.9,83*,1,16,-1,-8,-2,-9
COc1ccc(CCNC(=O)COC(=O)/C=C/c2ccc(OCC#N)c(OC)c2)cc1OC,98,-6,-1.8,-8,-16,18,1,2,-5,0
O=C(CCNC(=O)OCC1c2ccccc2-c2ccccc21)NOCc1ccccc1,102,-1,-0.7,-2,-6,8,3,-4,-4,2
CCCC/C(C)=N/NC(=O)NC1CCCCC1,100,-6,-0.5,7,8,6,2,-3,-14,-2
Cc1ccccc1-c1nnc(NC(=O)CSc2nc3ccccc3s2)s1,95,0,16*,-8,·,0,-1,-4,-6,1
Cc1nnc(SCCCn2c(N3CCN(c4ccccc4)CC3)nc3c2c(=O)[nH]c(=O)n3C)s1,102,0,1.8,13,0,-2,0,8,-7,-4
Cc1ccc(-c2nc(S(=O)(=O)c3ccc(C)cc3)c(N(C)C)o2)cc1,99,-2,-1.4,-10,3,9,0,0,-2,-3
Cc1ccc(C)c(S(=O)(=O)N2CCN(CC(=O)Nc3sccc3C#N)CC2)c1,94,-6,2.1,-1,3,14,1,3,-5,-3
CC(=O)NCCNS(=O)(=O)c1ccc(C)c([N+](=O)[O-])c1,98,-1,-0.2,6,2,18,9,2,-2,-3
Cc1cc(C(=O)Nc2c(C)n(C)n(-c3ccccc3)c2=O)c2ccccc2n1,91,1,-1.0,5,8,11,-1,3,·,2

In a second layout: 3 of the compounds above.
Every second line gives: ABCB6 inh 2	Exocytosis inh	MC4R ag barr	Cardio protect	PDI inh	MC4R antagonist	N-glyco inh	ABHD5 PLIN5 PPI	CaV13 ICDI inh	m5-HT2A agonist
CC(C)(C)c1ccc(C(=O)Nc2ccccc2NC(=O)c2ccco2)cc1
→ 96	3	2.3	14	-2	-3	-3	-1	·	-9
CN(C)/C=C(\C=O)c1ncc(C(F)(F)F)cc1Cl
→ 98	11	-0.2	2	3	3	1	0	-2	2
CC[n+]1c(/C=C/c2ccc(OC)c(OC)c2)ccc2ccccc21
→ 178	7	-0.6	-15	-1	-22	-9	14	-25	0

The main list resumes with the 2 entries that preceded the break.
smiles,ABCB6 inh 2,Exocytosis inh,MC4R ag barr,Cardio protect,PDI inh,MC4R antagonist,N-glyco inh,ABHD5 PLIN5 PPI,CaV13 ICDI inh,m5-HT2A agonist
CC(=O)NCCNS(=O)(=O)c1ccc(C)c([N+](=O)[O-])c1,98,-1,-0.2,6,2,18,9,2,-2,-3
Cc1cc(C(=O)Nc2c(C)n(C)n(-c3ccccc3)c2=O)c2ccccc2n1,91,1,-1.0,5,8,11,-1,3,·,2
CCOc1ccccc1C(=O)NCCNC(=O)c1ccccc1OCC,91,10,-0.6,1,6,2,1,-3,6,2
O=C(CCc1nnc2ccc(N3CCC4(CC3)OCCO4)nn12)NCc1ccccc1Cl,95,0,-3.9,2,-10,3,0,-5,-4,-2
COc1ccccc1N1CCN(c2nc(N)c(C#N)c(CC#N)c2C#N)CC1,113,2,-2.2,9,-18,-7,6,5,·,2
CN(C)/C=C/C(=O)c1ccc(F)cc1F,100,-4,-1.1,3,-9,0,1,6,5,3
COc1ccc(-c2nn(-c3ccccc3)cc2CNC[C@H]2O[C@@H](n3ccc(=O)[nH]c3=O)[C@H](O)[C@@H]2O)cc1,97,2,·,4,·,·,3,0,-5,-6
COc1ccc(S(=O)(=O)N(n2c(C)nnc2-n2nc(C)cc2C)S(=O)(=O)c2ccc(OC)cc2)cc1,100,0,-1.4,0,-3,7,2,5,·,3
O=C(Nn1cnnc1)c1cccc(S(=O)(=O)N2CCOCC2)c1,101,0,0.0,1,7,4,3,1,-4,0
NC(=O)Nc1ccc(F)cc1,96,1,-1.4,0,0,2,5,2,·,3
CN(c1cccc(NC(=O)c2ccc(C(C)(C)C)cc2)c1)S(C)(=O)=O,91,13,-2.6,-21,-2,3,-11,-9,4,-5
C[C@@H]1CN([C@H](C)CO)S(=O)(=O)c2ccc(Br)cc2O[C@@H]1CN(C)C(=O)CN1CCOCC1,97,-6,-1.2,4,0,4,3,1,-6,0
CCCCC(c1nnnn1CC1CCCO1)N1CCN(Cc2ccccc2)CC1 (centres undefined),97,-4,-2.6,-12,-3,-3,-2,-1,-4,-2
O=[N+]([O-])c1ccc(CSc2ccc(S(=O)(=O)N3CCCCC3)cn2)cc1,94,1,-2.7,1,-11,-3,-8,-8,-7,-2
O=C(CSc1nnc2ccc(-c3ccncc3)nn12)N1CCCCC1,89,4,2.2,6,3,-5,0,6,-1,1
CC(C)[C@H](NS(=O)(=O)c1ccccc1F)C(=O)OCC(=O)Nc1cccc(S(N)(=O)=O)c1,90,1,-1.4,4,9,4,2,5,-7,-3
Cc1ccc(-c2n[nH]c(=O)c3ccccc23)cc1S(=O)(=O)N(C)C,95,-11,-1.2,26,-4,-4,1,4,-4,0
COc1ccc(F)cc1-c1cc(NC=O)c2ncc(-c3cccc(C(F)(F)F)c3)n2c1,102,25,10*,-4,2,-23,19,2,-10,5
CN(C)c1cccc(NC(=O)CCc2ccccc2)c1,152,-2,0.5,-11,19,-9,0,9,-3,-5
CC(C)(C)NC(=O)c1ccccc1-c1nc2ccccc2s1,94,-3,-0.6,0,-6,4,0,-5,-6,0
CCC(=O)NC(c1ccccc1)c1nc2ccccc2[nH]1 (centres undefined),96,1,1.9,-6,2,0,1,2,-5,3
Cc1ccn2c(NC3CCCCC3)c(-c3cccc(SC4CCCCC4)c3)nc2c1,97&100,7&7,-1.2,-10,4,8,0,-18&-10,-9&-11,-5&-7
O=C(CN1CCC(NC(=O)c2ccccc2F)CC1)Nc1ccc2c(c1)OCCO2,95,-3,-2.0,3,-8,-4,-2,-2,-4,-2
CC(=O)c1cnc(Nc2nc(C)c3ccc(C)cc3n2)nc1C,88,0,-2.0,22,4,-2,2,0,-5,3

3 entries from above, sorted by the value under Exocytosis inh, lowest first.
structure | ABCB6 inh 2 | Exocytosis inh | MC4R ag barr | PDI inh | MC4R antagonist | N-glyco inh | ABHD5 PLIN5 PPI | CaV13 ICDI inh | m5-HT2A agonist
C[C@@H]1CN([C@H](C)CO)S(=O)(=O)c2ccc(Br)cc2O[C@@H]1CN(C)C(=O)CN1CCOCC1 | 97 | -6 | -1.2 | 0 | 4 | 3 | 1 | -6 | 0
O=C(Nn1cnnc1)c1cccc(S(=O)(=O)N2CCOCC2)c1 | 101 | 0 | 0.0 | 7 | 4 | 3 | 1 | -4 | 0
CC(C)[C@H](NS(=O)(=O)c1ccccc1F)C(=O)OCC(=O)Nc1cccc(S(N)(=O)=O)c1 | 90 | 1 | -1.4 | 9 | 4 | 2 | 5 | -7 | -3
